ASM inhibitor: Inhibitors of Secretory Acid Sphingomyelinase (S-ASM): qHTS; Sphingomyelin phosphodiesterase (Homo sapiens), P17405; placental ASM, HMU-PC fluorogenic substrate, 60 min; Potency, µM (top dose mostly 57.5 µM), without a hit: at the highest dose activity change, negative = inhibition, actives largely listed as inhibitors; 340,000 tested, 0.006% active; note: potency is the fitted concentration of half-maximal effect
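Steps: dispense placental human ASM, pin compound, wait 10 min at room temperature, add HMU-PC0 substrate at 9 uM final, incubate 60 min at 37 °C, add stop solution raising pH to 10, read fluorescence.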
TRPV1 agonist: HTS Assay for Compounds that Act as Agonists of the Vanilloid Receptor 1; Transient receptor potential cation channel subfamily V member 1 (Homo sapiens), Q8NER1; TRPV1-expressing cells, Fluo-8 calcium influx, agonist mode; activation, % at 8.33 µM; 320,000 tested, 0.19% active; AID 540275, 2011; in the data active = activation above about 80%; inconclusive = between about 30% and that limit; note: 0% is about no effect
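TRPV1-expressing cells were cultured overnight at 35.5C and loaded with Fluo-8 calcium dye for 40 to 90 min at room temperature. After a 10 s baseline, compound was added and calcium influx was read kinetically for 3 min (ex 480/em 520 nm).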
MBNL1-CUG inh: qHTS Assay for Inhibitors of MBNL1-poly(CUG) RNA binding | AID 2675, 2010 | Potency, µM (doses to about 57.5 µM), inactives show at the highest dose activity change, negative = inhibition, most hits filed as inhibitors | Muscleblind-like protein 1 (Homo sapiens), Q9NR56 | TR-FRET MBNL1-His/biotin-(CUG)12 binding, 665/545 ratio | 280,000 tested, 0.036% active; active = well fitted inhibition curve with a large enough effect in the signal ratio, with a control signal flat, not every such curve was filed as active; inconclusive = small, poorly fitted or top-dose-only effect, or effect the other way, or a change in a side signal; inactive = no such curve, though single readings can be large or run the other way; the % refers to the signal ratio; note: potency is the fitted concentration of half-maximal effect; % is set by controls: 0 for no effect and ±100 for the full control effect
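Inhibition of protein-RNA binding appears as loss of TR-FRET between terbium anti-His antibody on MBNL1-His and streptavidin-XL665 on biotin-(CUG)12. Activity is normalized to buffer-only and uninhibited-complex controls.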
CXXC DNA block: qHTS Fluorescence Polarization Assay for Inhibitors of MLL CXXC domain - DNA interaction; MLL-CXXC / FITC-HOXA9 DNA fluorescence polarization; 290,000 tested, 0.037% active; Histone-lysine N-methyltransferase 2A (Homo sapiens), Q03164; Potency, µM (titrated, usually from 115 µM), for the others: at the highest dose activity change, negative = inhibition, hits mostly inhibitors; active = well fitted inhibition curve with a large enough effect in the polarisation, with a control signal flat, not every such curve was filed as active; inconclusive = small, poorly fitted or top-dose-only effect, or effect the other way, or a change in a side signal; inactive = no such curve, though single readings can be large or run the other way; the % refers to the polarisation; note: potency is the fitted concentration of half-maximal effect
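Purified MLL-CXXC (added from a 7 uM solution) was preincubated 5 min at ambient with pinned compounds in 50 mM Tris-HCl pH 7.5, 50 mM NaCl, 1 mM DTT, 0.05% BSA. Fluorescein-labeled HOX-A9 DNA (50 nM solution) followed, 30 min, then polarization read.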
KCNH2 3.1 block: qHTS for Inhibitors of KCHN2 3.1: Mutant qHTS; Potassium voltage-gated channel subfamily H member 2, brain isoform KCNH2 3.1 (human); U2OS KCNH2 3.1, thallium flux FluxOr; hits give low values; activity change, % (tested at about 1.8 µM); 340,000 tested, 0.95% active; AID 720553, 2013;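 active = maximum activity change below -70%; inconclusive = maximum activity change from -70% to -50%; inactive = maximum activity change above -50%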;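 note: thallium influx rate constant from kinetic fluorescence after stimulation buffer; % is set by controls: 0 for no effect and ±100 for the full control effect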
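We transduce U2OS cells with the mutant 3.1 virus, culture them overnight, load FluxOr with Red40 quencher for 45 min, then add stimulation buffer and read kinetically for 2 min to derive a normalized rate constant.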
FBPA coupling cs: qHTS Assay for Inhibitors of Fructose-1,6-bisphosphate Aldolase from Giardia Lamblia: Coupling assay counterscreen; coupling enzyme system counterscreen, AmpLite Red fluorescence; activity change, negative = inhibition, % at 58.2 µM, hits read low; 290,000 tested, 0.67% active; AID 2472, 2010; in the data active = activity change below about -30%; note: % is set by controls: 0 for no effect and ±100 for the full control effect
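Fluorescence at 525 nm excitation and 598 nm emission measured inhibition of the coupled detection system without aldolase. Compounds (at 57.5 uM final) were preincubated 10 min at room temperature with coupling enzyme reagent before a 20 min substrate/AmpLite Red step.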
hERG WT inh: qHTS for Inhibitors of KCHN2 3.1: Wildtype qHTS. U2OS, BacMam KCNH2, thallium flux FluxOr; hits give low values. activity change, % at 1.84 µM. 340,000 tested, 0.37% active;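 active = maximum activity change below -70%; inconclusive = maximum activity change between -70% and -50%; inactive = maximum activity change above -50%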; note: % is set by controls: 0 for no effect and ±100 for the full control effect
Target sequence (Q12809 whole entry, looked up): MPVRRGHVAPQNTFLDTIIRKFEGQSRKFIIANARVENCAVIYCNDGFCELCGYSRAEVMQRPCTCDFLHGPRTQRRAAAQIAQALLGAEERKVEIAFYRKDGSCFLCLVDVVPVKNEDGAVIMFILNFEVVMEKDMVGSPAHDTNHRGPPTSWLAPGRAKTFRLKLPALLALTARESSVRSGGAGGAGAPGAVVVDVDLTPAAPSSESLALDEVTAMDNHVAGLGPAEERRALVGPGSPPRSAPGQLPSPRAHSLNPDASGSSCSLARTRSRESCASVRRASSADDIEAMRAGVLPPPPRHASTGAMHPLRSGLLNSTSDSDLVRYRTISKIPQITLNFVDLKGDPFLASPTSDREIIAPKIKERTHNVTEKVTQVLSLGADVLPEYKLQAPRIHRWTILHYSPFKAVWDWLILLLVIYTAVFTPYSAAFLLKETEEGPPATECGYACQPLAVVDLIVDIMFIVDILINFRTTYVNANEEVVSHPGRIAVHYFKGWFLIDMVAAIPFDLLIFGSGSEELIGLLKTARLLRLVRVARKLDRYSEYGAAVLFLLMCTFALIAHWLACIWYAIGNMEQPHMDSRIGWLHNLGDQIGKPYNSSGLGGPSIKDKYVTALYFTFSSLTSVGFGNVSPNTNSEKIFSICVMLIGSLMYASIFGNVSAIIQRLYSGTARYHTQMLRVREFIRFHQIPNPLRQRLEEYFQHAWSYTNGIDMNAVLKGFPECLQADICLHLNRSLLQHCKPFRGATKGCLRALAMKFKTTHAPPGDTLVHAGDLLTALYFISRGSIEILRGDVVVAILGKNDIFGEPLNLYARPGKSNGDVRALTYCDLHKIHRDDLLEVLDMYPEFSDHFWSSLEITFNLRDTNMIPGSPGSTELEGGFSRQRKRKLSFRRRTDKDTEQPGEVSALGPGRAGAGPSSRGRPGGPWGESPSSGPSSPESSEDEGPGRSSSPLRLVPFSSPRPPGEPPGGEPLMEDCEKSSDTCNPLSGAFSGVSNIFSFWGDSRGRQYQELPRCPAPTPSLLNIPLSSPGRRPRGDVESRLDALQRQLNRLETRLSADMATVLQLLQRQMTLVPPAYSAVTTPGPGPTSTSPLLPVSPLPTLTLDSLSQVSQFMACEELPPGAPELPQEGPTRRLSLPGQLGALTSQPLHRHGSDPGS
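U2OS cells were transduced with wild-type KCNH2 virus (2.03 x 10^8 / mL) for 4 h at room temperature, then cultured overnight at 37 C. Thallium flux was read with FluxOr dye. Rate constants were normalized to DMSO controls.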
a7 integrin act: qHTS for Activators of Integrin-Mediated Alleviation for Muscular Dystrophy; alpha7betagal myoblasts, beta-gal FDG fluorescence, 48 h; Potency, µM (titrated, usually from 38.3 µM), without a hit: top-dose activation, usual class: activators; 350,000 tested, 0.064% active;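 note: potency is the fitted concentration of half-maximal effect; 100% = response of the positive control SU9516; nearly all actives have a fitted effect of over 60% in size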
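Alpha7betagal+/- myoblasts (passage 13) were plated 16-24 hr, then exposed to compounds (1:260 dilution of DMSO stock) for 48 hours at 37C. After MPER lysis, β-galactosidase reporter activity was read as FDG fluorescence (ex 480/em 540) after 30 minutes.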
GALK inh: qHTS Assay for Inhibitors of Human Galactokinase (GALK); P51570; Purified GALK, Kinase-Glo residual ATP luminescence; Potency, µM (series often up to 57.5 µM), without a hit: at the top dose activity change, negative = inhibition, usual class: inhibitors; 270,000 tested, 0.007% active; AID 1868, 2009; note: potency is the fitted concentration of half-maximal effect; % is set by controls: 0 for no effect and ±100 for the full control effect
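The enzyme phosphorylates galactose (100 uM) using ATP (35 uM); inhibition is detected as higher residual ATP, quantified by bioluminescence after 1 h reaction at room temperature, pH 8.0.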
A-T KAP1 phos: qHTS Assay for Identifying a Potential Treatment of Ataxia-Telangiectasia | […] A-T fibroblasts, KAP-1 phosphorylation AlphaLISA; neocarzinostatin DNA damage 30 min before lysis | Potency, µM (highest dose often 57.5 µM), for the others: top-dose activation, actives largely listed as activators | 320,000 tested, 0.19% active; note: potency is the fitted concentration of half-maximal effect; % of control where 0% means no effect; nearly all actives have a fitted effect of over 45% in size
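hTERT-immortalized A-T patient fibroblasts ([…]), 500 cells/well in OPTI-MEM, 1% FBS, got compounds for 60 min, then NCS for 30 min at 37C. Lysates were then assayed for phospho-KAP-1 by AlphaLISA (anti-pKAP1 donor, anti-KAP1 acceptor beads), 6 hr at 25C.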
An asterisk follows results filed as active; ? = inconclusive; · = no result given; [ ] = remark or other dose. Unless noted, calls come from the whole dose curve; as a rule, active = well fitted curve in the direction sought with a large enough effect; inconclusive = small, poorly fitted or top-dose-only effect, or another doubt; inactive = no such curve, though single readings can be large; an effect the other way counts as inactive or inconclusive.

nr	Molecule	hERG WT inh	MBNL1-CUG inh	CXXC DNA block	ASM inhibitor	KCNH2 3.1 block	a7 integrin act	GALK inh	A-T KAP1 phos	FBPA coupling cs	TRPV1 agonist
1	COC(=O)c1[nH]c(C)c(/C(O)=C2\C(=O)C(=O)N(CCN(C)C)C2c2ccc(OC)cc2)c1C (configuration not stated)	·	4%	10%	·	·	·	5%	2%	3	0
2	Clc1cccc(-c2nc(NCc3cccnc3)c3ccccc3n2)c1	37	1%	32%[activator]	11%	-3	-2%[7.66 µM]	-4%	14%	-2	5
3	CCN(CC)C(=O)C1CCN(C(=O)c2oc3ccc(C)cc3c2C)CC1	-4	3%	6%	-3%	-28	-5%	-2%	3%	·	-1
4	COc1ccccc1Nc1nc(N)nc(CSC(=S)N2CCCCC2)n1	-1	-5%	-2%	-1%	1	-31%	-3%	-3%	-4	15
5	COc1ccc(N2CCN(C(CNC(C)=O)c3ccco3)CC2)cc1 (configuration not stated)	-11	-5%	-3%	2%	10	-13%	-2%	1%	1	7
6	O=C(NN1C(=O)c2ccccc2NC1c1ccc([N+](=O)[O-])o1)c1ccc([N+](=O)[O-])cc1 (configuration not stated)	2	?	-3%	-1%	2	-58%[inhibitor]	0%	8%	-8	3
7	Cc1ccc(Cc2cc(-c3ccc(C)cc3)n[nH]c2=O)cc1	-4	5%	-10%	-13%	13	-49%[inhibitor]	·	-2%	1	?
8	O=C(O)c1ccc2c(c1)ncn2C1CCCCCC1	-26	-12%	15%	2%	27	-13%	-3%	·	10	-5
9	Cc1c(Cc2ccccc2)sc(NC(=O)C(C)(C)C)c1C(N)=O	0	1%	?	-11%	-9	22%	-1%	-3%	-7	9
10	CNc1nc2c(C)cccn2c(=O)c1C=NCc1ccccc1	-6	32%[activator]	-4%	15%	-1	?	1%	·	5	2
11	COc1ccc(Cl)cc1C=CC=NNC(=O)c1ccncc1	1	·	·	2%	8	-40%[inhibitor]	·	·	·	·
12	Cc1ccc(NC(=O)c2ccc(CSc3nnc(C)s3)cc2)c(C)c1	-5	-8%	-3%	-7%	6	-14%	0%	-5%	-1	?
13	COc1ccc(Cl)cc1NC(=O)CCN1CCN(Cc2ccccc2)CC1	33	-5%	4%	1%	-34	-35%	0%	4%	-1	3
14	CCN(CCCNC(=O)c1nn(C)c2c1CS(=O)(=O)c1ccccc1-2)Cc1ccccc1	52	-6%	11%	-1%	-3	-18%	4%	2%	-1	0
15	COCc1cc(=O)c2ccccc2o1	6	·	·	1%	11	-5%	·	-7%	·	·
16	COc1ccc(CNC(=O)C(C)OC(=O)CO/N=C(\C)c2ccc3c(c2)OCO3)cc1 (configuration not stated)	-10	·	·	2%	0	29%	·	9%	·	25
17	O=C(COC(=O)Cn1cnc2ccccc2c1=O)NCCC1=CCCCC1	-2	4%	3%	3%	13	20%	-3%	-1%	1	?
18	CCN(CC(=O)NCc1ccc(Cl)cc1)C(=O)CSc1cc(C)ccc1C	-4	·	·	1%	-22	0%	·	10%	·	25
19	CCCc1cc(C(=O)Nc2c(C)n(C)n(-c3ccccc3)c2=O)no1	-8	4%	-8%	-5%	-14	-8%	2%	-2%	0	-5
20	O=C(CSc1nnc(NC(=O)c2ccccc2F)s1)NCc1ccc(F)cc1	3	-4%	-1%	-1%	24	0%	5%	4%	0	-1
21	Cc1cc(C)n(-c2cc(N3CCN(S(=O)(=O)c4ccc5ccccc5c4)CC3)ccc2[N+](=O)[O-])n1	-5	7%	22%	-8%	-23	-4%	0%	5%	0	?
22	O=C(CNC(=O)c1ccc(Br)o1)NNC(=O)c1n[nH]c(=O)c2ccccc12	5	·	·	1%	10	?	·	11%	·	-4
23	O=C(NNC(=O)c1ccc(S(=O)(=O)N2CCCCC2)cc1)c1ccc(F)cc1	1	0%	14%	-1%	-23	26%	-2%	-5%	4	1
24	CCOC(=O)c1c(NC(=O)COC(=O)c2cnccn2)sc(C)c1C	-10	·	·	-2%	11	-25%	·	15%	·	·
25	CC(=O)N(c1ccc(C)cc1)C1C=CS(=O)(=O)C1 (configuration not stated)	7	?	5%	-4%	3	33%	2%	21%	1	·

The results go on.
nr	Molecule	hERG WT inh	MBNL1-CUG inh	CXXC DNA block	ASM inhibitor	KCNH2 3.1 block	a7 integrin act	GALK inh	A-T KAP1 phos	FBPA coupling cs	TRPV1 agonist
26	Cc1ccc2c(c1)N(CCC(=O)NCc1ccccn1)C(=O)CO2	-4	?	0%	7%	7	0%	0%	8%	0	1
27	CCN1C(=O)/C(=C2\SC(=S)N(NC(=O)c3cccnc3)C2=O)c2ccccc21	4	-2%	-21%	-11%	5	16%	·	1%	-18	1
28	O=C(O)c1cc(NN=Nc2cccc(S(=O)(=O)O)c2)cc([N+](=O)[O-])c1	0	?	23%	3%	2	-1%	-2%	7%	6	-1
29	Nc1nnc(Cc2ccccc2)s1	-2	-6%	-10%	-1%	10	-5%	1%	·	3	-6
30	O=C(Cc1cccc(C(F)(F)F)c1)Nc1cc(S(=O)(=O)N2CCOCC2)ccc1N1CCCC1	-1	·	·	-1%	-2	-20%	·	-2%	·	7
31	CCC(CC)C(=O)Nc1cccc(C(=O)c2ccccc2)c1	-5	-11%	1%	1%	6	-51%[inhibitor]	1%	-3%	2	1
32	Cc1cc2nc3c(=O)n(Cc4ccccc4)c(=O)[nH]c3nc2cc1N	-4	·	?	11%	9	9%	6%	8%	-26	91*
33	O=C(c1ccc2c(c1)OCO2)N1CCN(c2ccccc2F)CC1	6	-10%	7%	-1%	14	18%	-1%	6%	4	?
34	CCCCCCC(=O)N1C/C=C\C(c2ccc(OC)cc2)N(Cc2ccc(F)cc2)C(=O)[C@H]1Cc1ccccc1 (some centres not stated)	-5	-7%	5%	-2%	-15	-16%	5%	-13%	-3	7
35	C/C(=N\NC(=O)Cc1ccc(Cl)c(Cl)c1)c1cccnc1	1	-6%	-2%	0%	-7	-33%	-7%	13%	2	5
36	CCn1c(C)cc(/C=C2\SC(=O)N(CC(=O)Nc3ccc(C)c(C)c3)C2=O)c1C	3	3%	32%[activator]	48%[activator]	-6	-5%	·	2%	3	0
37	Cc1cc(C)c(S(=O)(=O)Nc2ccc(C(=O)O)cc2)cc1S(=O)(=O)Nc1ccc(C(=O)O)cc1	0	·	·	6%	-1	?	·	·	·	·
38	CCCCN(C(=O)c1ccc(S(=O)(=O)N2CCC(C)CC2)cc1)C1CCS(=O)(=O)C1 (configuration not stated)	37	·	·	4%	13	3%	·	12%	·	18
39	C=CCn1c(SCc2cc(C(=O)OC)c(C)o2)nnc1-c1ccncc1	5	-7%	3%	0%	2	7%	4%	-5%	-7	-1
40	COc1ccc2oc(C(=O)NC(C)(C)C)c(C)c2c1	7	-8%	-1%	0%	7	-15%	1%	12%	-2	18
41	COC(=O)c1c(-c2ccccc2)nn(-c2ccccc2)c1C(=O)OC	6	-12%	2%	-2%	0	-3%	2%	12%	1	10

Some of the entries so far, in transposed form.
33) O=C(c1ccc2c(c1)OCO2)N1CCN(c2ccccc2F)CC1
38) CCCCN(C(=O)c1ccc(S(=O)(=O)N2CCC(C)CC2)cc1)C1CCS(=O)(=O)C1 (configuration not stated)
36) CCn1c(C)cc(/C=C2\SC(=O)N(CC(=O)Nc3ccc(C)c(C)c3)C2=O)c1C

| Compound | 33 | 38 | 36 |
| --- | --- | --- | --- |
| hERG WT inh | 6 | 37 | 3 |
| MBNL1-CUG inh | -10% | · | 3% |
| CXXC DNA block | 7% | · | 32%[activator] |
| ASM inhibitor | -1% | 4% | 48%[activator] |
| KCNH2 3.1 block | 14 | 13 | -6 |
| a7 integrin act | 18% | 3% | -5% |
| GALK inh | -1% | · | · |
| A-T KAP1 phos | 6% | 12% | 2% |
| FBPA coupling cs | 4 | · | 3 |
| TRPV1 agonist | ? | 18 | 0 |

Structures listed above shown as hits in TRPV1 agonist:
entry | mol | CXXC DNA block | ASM inhibitor | a7 integrin act | GALK inh | TRPV1 agonist
32 | Cc1cc2nc3c(=O)n(Cc4ccccc4)c(=O)[nH]c3nc2cc1N | ? | 11% | 9% | 6% | 91*
